Source: PubChem BioAssay
Mm-Cpn inhibitor: blocks the Methanococcus maripaludis chaperonin Mm-Cpn | purified Mm-Cpn ATPase, ADP Transcreener TR-FRET | Potency, µM (top dose mostly 76.9 µM), without a hit: at the top dose activity, negative = inhibition, usual class: inhibitors | 330,000 compounds, 0.031% hits | AID 504842; further: potency means the concentration at half of the fitted maximal effect; on the % scale 0 is the no-effect control and ±100 the full control effect; nearly all actives have a fitted effect of over 80% in size
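Reaction buffer contained 30 mM Tris pH 7.4, 100 mM KCl, 5 mM MgCl2 and 1 mM DTT. Mm-CPN (25 nM final) hydrolysed 10 uM ATP over 30 min at 37°C; ADP was read by HTRF.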
EPAC2 ag: EPAC2 (human) agonism; Q8WZA2; EPAC2 activation, biochemical qHTS; response scale: 100% = 6.5 mM cAMP response; Potency, µM (top dose mostly 154 µM), without a hit: at the top dose activation, hits mostly activators; 360,000 compounds, 0.079% hits; further: potency means the concentration at half of the fitted maximal effect; nearly all actives have a fitted effect of over 50% in size
Target sequence (Q8WZA2 whole entry, looked up): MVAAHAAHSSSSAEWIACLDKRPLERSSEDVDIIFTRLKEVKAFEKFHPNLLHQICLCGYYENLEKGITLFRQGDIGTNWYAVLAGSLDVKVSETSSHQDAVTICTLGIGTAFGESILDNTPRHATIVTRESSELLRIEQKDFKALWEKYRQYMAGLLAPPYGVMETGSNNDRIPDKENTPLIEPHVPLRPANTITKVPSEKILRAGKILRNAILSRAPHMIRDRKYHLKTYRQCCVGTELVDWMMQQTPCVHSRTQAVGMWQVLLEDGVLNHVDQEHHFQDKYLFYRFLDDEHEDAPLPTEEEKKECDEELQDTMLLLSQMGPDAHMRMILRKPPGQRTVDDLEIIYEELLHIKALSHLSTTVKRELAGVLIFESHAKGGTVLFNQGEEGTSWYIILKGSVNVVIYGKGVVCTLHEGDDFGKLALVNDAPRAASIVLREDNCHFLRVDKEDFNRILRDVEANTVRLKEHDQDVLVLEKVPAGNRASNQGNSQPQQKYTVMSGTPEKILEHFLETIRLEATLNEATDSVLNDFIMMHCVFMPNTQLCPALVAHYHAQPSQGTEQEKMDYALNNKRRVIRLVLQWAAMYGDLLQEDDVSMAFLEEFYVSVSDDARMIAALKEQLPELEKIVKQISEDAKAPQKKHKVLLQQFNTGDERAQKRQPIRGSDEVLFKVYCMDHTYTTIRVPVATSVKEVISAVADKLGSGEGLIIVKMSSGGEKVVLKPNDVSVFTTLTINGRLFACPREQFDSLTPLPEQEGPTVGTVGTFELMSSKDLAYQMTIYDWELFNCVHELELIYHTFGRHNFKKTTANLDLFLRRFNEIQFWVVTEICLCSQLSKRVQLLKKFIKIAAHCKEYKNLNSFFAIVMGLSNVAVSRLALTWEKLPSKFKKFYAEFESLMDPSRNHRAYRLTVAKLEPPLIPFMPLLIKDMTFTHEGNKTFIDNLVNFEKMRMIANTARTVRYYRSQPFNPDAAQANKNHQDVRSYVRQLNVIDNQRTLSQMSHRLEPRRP
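Exchange assay: 100 nM EPAC2 with 250 nM Rap1B-BODIPY-GDP and 50 uM GDP. Fluorescence (ex 480/em 540 nm) read every 5 min for 30 min at room temperature. Data normalized to 6.5 mM cAMP as agonist control.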
EPAC2 antag: blocks human EPAC2 exchange factor | EPAC2 GEF exchange of Rap1B-BODIPY-GDP, fluorescence | Potency, µM (top dose mostly 114 µM), inactives show at the highest dose activity, negative = inhibition, hits mostly inhibitors | 360,000 compounds, 0.18% hits | AID 720708; further: potency means the concentration at half of the fitted maximal effect; on the % scale 0 is the no-effect control and ±100 the full control effect; nearly all actives have a fitted effect of over 45% in size; many of its hits are not listed in these tables
CCT chaperon mod: cytosolic chaperonin activity modulation; purified chaperonin ATPase assay, HTRF ADP detection, 30 min; activity change, % (no concentration beside the values), hits read low; 360,000 compounds, 0.3% hits; AID 651819; in the data active means activity change below about -30%; further: on the % scale 0 is the no-effect control and ±100 the full control effect
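Enzyme 40 or 20 nM (batch-dependent) in Tris pH 7.4/KCl/MgCl2/DTT; cpd 76 uM single point; ATP 10 uM; 30 min 37 °C; Transcreener ADP HTRF detection, 30 min RT; ratio 665/615.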
Nrf2 ARE act: activates Nrf2 signaling | AREc32 ARE-luciferase reporter (MCF7-derived line), luminescence, 24 h | Potency, µM (doses to about 46.1 µM), without a hit: at the highest dose activation, most hits filed as activators | 410,000 compounds, 0.31% hits; further: potency means the concentration at half of the fitted maximal effect; % of control where 0% means no effect; nearly all actives have a fitted effect of over 65% in size
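Luciferase luminescence (Steady-Glo, 30 min at room temperature) served as the read-out of ARE activation in AREc32 cells treated with compounds for 24 hr at 37 deg C.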
pAkt inh: blocks phosphorylation of Akt; 360,000 compounds, 0.32% hits; activity change, % for hits at 50 µM; Neuro2A IGF-stimulated pAkt S473 HTRF, 20 min; stronger effect = lower value; in the data active means activity change below about -80%; inconclusive means mostly about -51% to -80%; further: on the % scale 0 is the no-effect control and ±100 the full control effect
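Neuro2A cells in DMEM with 0.5% FBS, overnight at 37 deg C, given compound at single 50 µM final, then IGF (6 nM final) for 20 min at 37 deg C. Lysed; phospho-Akt Ser473 by HTRF after 24 h, 665/615 ratio.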
Nrf2 block: blocks Nrf2 signaling; A549 ARE-Fluc reporter, luciferase luminescence, 18-24 h; Potency, µM (highest dose often 46 µM), without a hit: at the highest dose activity change, negative = inhibition, actives largely listed as inhibitors; 360,000 compounds, 2.1% hits; further: potency means the concentration at half of the fitted maximal effect; on the % scale 0 is the no-effect control and ±100 the full control effect; nearly all actives have a fitted effect of over 60% in size
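Concentration-response testing used A549 ARE_Fluc cells at 5000 cells/well. Following an 18-24 h compound incubation, viability was read by fluorescence (Ex 405/Em 525) and luciferase output by luminescence.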
TGFb SMAD3 inh: inhibitors of TGF-b signaling; 410,000 compounds, 1.2% hits; HepG2 CAGA-GFP TGF-b/SMAD3 reporter, GFP fluorescence, 18 h; TGF-beta stimulated, 500 pg/mL final; Potency, µM (top dose mostly 46.1 µM), for the others: at the highest dose activity, negative = inhibition, most hits filed as inhibitors; further: potency means the concentration at half of the fitted maximal effect; on the % scale 0 is the no-effect control and ±100 the full control effect; nearly all actives have a fitted effect of over 65% in size
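Per well, imaged GFP fluorescence of HEPG2 CAGA-GFP cells gives the signal; cells get compound, then TGF-beta (500 pg/mL final), 18 h at 37 degrees C; %Activity versus -TGF-beta and +DMSO controls.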
A549 viability: counter-screen for Nrf2 inhibitors: cytotoxicity in A549 cells; Potency, µM (titrated, usually from 46 µM), for inactives: top-dose activity change, negative = cytotoxicity, actives largely listed as inhibitors; 390,000 compounds, 0.16% hits; A549 ARE-Fluc cells, CellTiter-Fluor viability, 18-24 h; AID 504648; further: potency means the concentration at half of the fitted maximal effect; on the % scale 0 is the no-effect control and ±100 the full control effect
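A549 ARE-Fluc cells in 5% FBS OPTI-MEM, 5000 cells/well, rested 2 h then exposed to compounds in concentration-response for 18-24 h at 37 °C. Viability by CellTiter-Fluor fluorescence (Ex 405/Em 525) after 30 min; luciferase luminescence (BugLite, 15 min, RT) read afterwards.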
* = called active by the depositor; i = inactive; ? = inconclusive; . = not tested or not shown; [ ] = another dose, or the depositor's remark. Unless noted, the call rests on the fitted dose curve; in most records, active means well fitted curve in the direction sought with a large enough effect; inconclusive means small, poorly fitted or top-dose-only effect, or another doubt; inactive means no such curve, though single readings can be large; an effect the other way counts as inactive or inconclusive. These rows are one share of the data. The share of hits here may be higher or lower than overall.

SMILES | Mm-Cpn inhibitor | EPAC2 ag | EPAC2 antag | CCT chaperon mod | Nrf2 ARE act | pAkt inh | Nrf2 block | TGFb SMAD3 inh | A549 viability
CC(C)c1cc(C(=O)N2CCCC(N3CCN(c4ccc(F)cc4)CC3)C2)no1 (stereo not drawn) | 1% | -1% | -6% | 0.0 | 0.0% | i | -15% | 3% | 0%
Cc1noc(C)c1COC(=O)C1CC(O)CN1S(=O)(=O)c1ccc(Cl)cc1 (stereo not drawn) | 1% | 1% | 15% | -1.2 | -0.1% | i | 8% | 1% | -5%
Cc1c(-c2cc(Br)ccc2O)nc2cc3c(cc2c1C)OCO3 | -7% | 7% | 3% | -1.7 | 5.6% | i | 14% | 0% | -2%
O=C(COC(=O)CN1C(=O)C2CCCCC2C1=O)Nc1ccc(S(=O)(=O)N2CCOCC2)cc1 (stereo not drawn) | -3% | 0% | 9% | -0.4 | -0.4% | i | 5% | 5% | 6%
Cc1cc(C)cc(N2CCn3c2nc2c3c(=O)n(Cc3c(F)cccc3Cl)c(=O)n2C)c1 | . | . | . | . | 0.7% | . | -13% | -5% | 9%
CCOC(=O)c1cccc(NC(=O)CCc2nnc3ccc(N4CCN(C)CC4)nn23)c1 | 0% | -3% | 8% | 0.4 | 0.1% | i | -9% | 1% | 0%
Cc1occc1C(=O)NC1CCCCCC1 | 0% | -1% | 12% | 0.5 | 0.5% | i | . | 1% | -8%
Cc1c(Cl)cccc1NC(=O)CCn1cnnn1 | . | . | . | . | -0.2% | . | 1% | -12% | -3%
CCOc1ccc(C(CC(=O)O)NC(=O)C2c3ccccc3Oc3ccccc32)cc1 (stereo not drawn) | -2% | 9% | -4%[57.1 µM] | -0.4 | 0.2% | i | -14% | 3% | -7%
COc1ccc(S(=O)(=O)N2CCC(NC(=O)N3CCOCC3)CC2)cc1 | 0% | 4% | 3% | 1.1 | -0.4% | i | -3% | 28% | 0%
CCCCC(=O)Nc1ccc2c(c1)nc(CCN1CCN(C)CC1)n2C | 1% | 8% | 0% | -1.9 | 3.1% | i | -2% | 4% | -2%
Cc1cc(Cl)ccc1OCC(O)CNCCc1ccc(S(N)(=O)=O)cc1 (stereo not drawn) | 5% | 2% | 3% | -0.4 | -1.6% | i | 3% | ? | 13%
O=C(Nc1nc(COc2ccccc2)cs1)C12CC3CC(CC(C3)C1)C2 | 0% | 8% | 13% | 2.0 | 3.7% | i | -18% | ? | ?
CC1Cc2ccccc2N1c1ncnc2c1nnn2Cc1ccccc1 (stereo not drawn) | -3% | 15% | -1% | -2.8 | 0.5% | i | . | 9% | 12%
O=C(COc1ccccc1Cl)NCCCN1CCOCC1 | -1% | 4% | 1% | 0.4 | -0.7% | i | 4% | 0% | -6%
O=C(Nc1cccc(C(=O)O)c1)Nc1ccc2c(c1)OCO2 | -3% | 11% | -6% | -3.2 | -2.6% | i | ? | -4% | 2%
CCC(=O)N1CCC(C)(C(=O)Nc2ccc(OC)c(OC)c2)C1 (stereo not drawn) | . | 12% | 9% | 0.5 | 0.1% | i | . | -5% | .
CC1(C(=O)O)Sc2[nH]c(=O)sc2C2c3ccccc3OC(=O)C21 (stereo not drawn) | 1% | 16% | -3% | -3.9 | 0.6% | i | 10% | 15% | -8%
CC(=O)Nc1cccc(-c2ccnc3c2CC(C)(C(=O)Nc2ccccc2)O3)c1 (stereo not drawn) | . | 4% | 2% | -1.2 | 3.6% | i | . | 10% | .
CC(C)(C)c1ccc(Cc2n[nH]c(=S)[nH]c2=O)cc1 | 1% | 7% | -11% | 6.5 | -0.4% | i | ? | 0% | 1%

Entries from the list above containing an aryl methoxy group (2):
SMILES | Mm-Cpn inhibitor | EPAC2 ag | EPAC2 antag | CCT chaperon mod | Nrf2 ARE act | pAkt inh | Nrf2 block | TGFb SMAD3 inh | A549 viability
COc1ccc(S(=O)(=O)N2CCC(NC(=O)N3CCOCC3)CC2)cc1 | 0% | 4% | 3% | 1.1 | -0.4% | i | -3% | 28% | 0%
CCC(=O)N1CCC(C)(C(=O)Nc2ccc(OC)c(OC)c2)C1 (stereo not drawn) | . | 12% | 9% | 0.5 | 0.1% | i | . | -5% | .

Continuation.
SMILES | Mm-Cpn inhibitor | EPAC2 ag | EPAC2 antag | CCT chaperon mod | Nrf2 ARE act | pAkt inh | Nrf2 block | TGFb SMAD3 inh | A549 viability
COc1ccc(C(=O)NCCOc2cccc(Oc3ccccc3)c2)cc1OC | 1% | 10% | -9% | -0.1 | 0.3% | i | -21% | -22% | 2%
CCOc1ccccc1NC(=O)c1cc2c(=O)n(Cc3cccnc3)ccc2nc1C | . | . | . | . | 22% | . | -21% | -12% | -3%
CCn1c(C)[n+](CCCS(=O)(=O)[O-])c2cc(Cl)c(Cl)cc21 | 1% | 10% | 14% | 1.8 | -0.3% | i | 5% | 0% | -1%
O=C(O)c1cccc(N2C(=O)/C(=C/c3ccc(SCc4ccc(Cl)cc4)o3)SC2=S)c1 | 1% | 20% | -4% | -4.7 | -0.5% | i | ? | -14% | -19%
C=CCn1c(CSc2nnc(-c3ccccc3)n2C)n[nH]c1=S | -1% | -5% | 2% | -0.4 | 0.4% | i | 9% | 0% | 2%
Cc1ccc(S(=O)(=O)c2nc(-c3ccccc3F)oc2N2CC(C)OC(C)C2)cc1 (stereo not drawn) | 4% | 1% | -1% | 0.6 | 1.9% | i | 2% | -16% | -1%
O=C(Nc1ccccc1)NN1CC(=O)N(c2ccc(Cl)cc2)CC1=O | 1% | 3% | 2% | -4.9 | -0.4% | i | 5% | -1% | 1%
CCn1c(COc2ccc(C)cc2)nc2ccccc21 | -2% | 12% | ? | 1.6 | 3.3% | i | 0% | 1% | 5%
CCCCCn1c(C(C)NC(=O)c2ccccc2)nc2ccccc21 (stereo not drawn) | . | . | . | . | -0.6% | . | -11%[9.27 µM] | -11% | 13%
COc1ccccc1N(CCC#N)C(=O)CSc1ccc2c(c1)OCCO2 | 0% | -3% | 11% | -0.4 | 0.3% | i | ? | ? | 0%
Cc1ccc(CSCC(=O)N(C)CC(=O)Nc2ccc(C)cc2)cc1 | 1% | 2% | -11% | 0.4 | 0.3% | i | 2% | 1% | -1%
O=C1[C@H]2[C@@H](c3ccc(Cl)cc3)N3C(=O)N(c4cccc(Cl)c4)C(=O)[C@@]3(Cc3ccc(Cl)cc3)[C@H]2C(=O)N1C1CCCCC1 | 2% | -1% | 5% | 0.6 | 0.5% | i | 13% | ? | -2%
COc1ccc(CN2CCN(C3CCOCC3)CC2CCO)c(C)c1C (stereo not drawn) | -2% | -3% | 7% | -7.3 | 0.4% | i | 7% | 2% | 4%
CN1CCN(CCCNC(=O)c2ccc(/C=C3\Sc4ccccc4N(Cc4ccc(F)cc4)C3=O)cc2)CC1 | 4% | -1% | -10% | 0.4 | -2.8% | i | 26% | ? | 4%
CCOC(=O)C1NC(=O)CC1c1ccccc1 (stereo not drawn) | 2% | 5% | 15% | -3.1 | -0.5% | i | -2% | -9% | -1%
O=C(NCC1CCCN1S(=O)(=O)c1cccs1)C(=O)Nc1ccccc1F (stereo not drawn) | . | 13% | 12% | -1.6 | 4.3% | i | . | -14% | .
O=C(CN1CCN(c2ccccn2)CC1)NC1CCCCC1 | -1% | 10% | 8% | -8.5 | -0.4% | i | . | 3% | -2%
O=C(Nc1nc(-c2ccc(S(=O)(=O)N3CCCCCC3)cc2)cs1)c1cccs1 | ? | 8% | 0% | -0.1 | 3.1% | i | 6.5µM* | -16% | -11%
O=C(CSc1ccccc1)N1CCN(C(=O)c2ccco2)CC1 | -1% | 2% | 4% | 0.9 | 0.3% | i | 2% | -17% | 8%
O=C(Nn1cnnc1)c1ccc(Cl)c([N+](=O)[O-])c1 | -1% | 6% | 0% | -1.8 | -0.4% | i | -8% | 7% | 1%
CCCCOC(=O)CCn1c(=S)oc2ccccc21 | 1% | ? | -24% | 0.0 | 2.8% | . | 47% | 22% | 2%
O=C(Nc1ccc(Cl)cc1N1CCOCC1)C1CCCO1 (stereo not drawn) | -2% | 0% | -9% | -0.4 | -0.4% | i | -19% | 25% | -1%
CCCn1nc(NC(=O)C2CCCO2)c2cc3cccc(C)c3nc21 (stereo not drawn) | 0% | ? | -14% | -3.6 | 3.5% | i | 9% | 15% | 1%
COc1ccc(NC(=O)c2cc3c(C)nn(-c4ccccc4)c3s2)c(OC)c1 | . | . | . | . | 0.1% | . | 15% | -9% | -5%
COc1ccc(N2CC(C(=O)N[C@@H](CC(C)C)C(=O)NC3CCCCC3)CC2=O)cc1 (stereo partly drawn) | -1% | -8% | 6% | 1.3 | 0.5% | i | 4% | 18% | -9%
O=C(C(Cl)Cl)N1CC2CCC(CC2)C1 | . | -4% | 9% | 0.5 | -0.5% | i | ? | -6% | 3%
CN1CCN(C(=O)/C(=C/c2ccc(F)cc2)NC(=O)c2ccccc2)CC1 | 2% | 9% | 0% | -0.9 | -0.1% | i | 0% | -3% | 4%
Cc1ccccc1Cn1c(C)nc2ccccc21 | -1% | 4% | -13% | -4.4 | -0.3% | i | ? | -11% | -4%
Cc1ccc(S(=O)(=O)N(C)CC(=O)NCC(c2ccco2)N(C)C)cc1 (stereo not drawn) | 0% | 8% | -1% | -4.2 | 0.7% | i | 4% | 1% | -1%
CCN(CC)S(=O)(=O)c1ccc(S(=O)(=O)Nc2ccc3c(c2)oc2ccccc23)cc1 | 0% | 9% | -2% | 0.1 | 2.0% | i | ? | ? | -19%
CCOc1ccc(NC(=O)c2ccc(NS(=O)(=O)c3cccc4cccnc34)cc2)cc1 | . | 4% | 0% | -1.6 | 0.1% | i | -19% | 5% | -6%
